IMPase Li cell = cell-permeable IMPase inhibitors with lithium potentiation; CHO-M1 cells, IP1 TR-FRET (IP-One), carbachol + lithium; Potency, µM (titrated, usually from 59.4 µM), for inactives: at the top dose activity, negative = IMPase inhibition, most hits filed as inhibitors; 210,000 tested, 0.35% active; AID 1457;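 further: IP1 builds up when IMPase is blocked and the TR-FRET signal falls; potency means the concentration at half of the fitted maximal effect; plate controls were basal vehicle for no effect and high inhibitor control for full effect; nearly all actives have a fitted effect of over 50% in size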
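CHO cells stably expressing M1 receptor (2000/well, cultured 16–30 h) treated 30 min at 37C with compound plus low lithium. Cytosolic IP1 by TR-FRET (665/620 ratio and 620 channel) after 10 min lysis; AC50 by Hill fit.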
CBFb RUNX1 block = CBF-beta/RUNX1 interaction disruption | Q01196+Q13951 | AlphaScreen CBFb-His/RUNX1-biotin binding, biochemical | Potency, µM (titrated, usually from 59.8 µM), inactives show at the top dose activity, negative = inhibition, hits mostly inhibitors | 230,000 tested, under 10 active; further: % of control where 0% means no effect
Target sequence (Q01196 whole entry, looked up): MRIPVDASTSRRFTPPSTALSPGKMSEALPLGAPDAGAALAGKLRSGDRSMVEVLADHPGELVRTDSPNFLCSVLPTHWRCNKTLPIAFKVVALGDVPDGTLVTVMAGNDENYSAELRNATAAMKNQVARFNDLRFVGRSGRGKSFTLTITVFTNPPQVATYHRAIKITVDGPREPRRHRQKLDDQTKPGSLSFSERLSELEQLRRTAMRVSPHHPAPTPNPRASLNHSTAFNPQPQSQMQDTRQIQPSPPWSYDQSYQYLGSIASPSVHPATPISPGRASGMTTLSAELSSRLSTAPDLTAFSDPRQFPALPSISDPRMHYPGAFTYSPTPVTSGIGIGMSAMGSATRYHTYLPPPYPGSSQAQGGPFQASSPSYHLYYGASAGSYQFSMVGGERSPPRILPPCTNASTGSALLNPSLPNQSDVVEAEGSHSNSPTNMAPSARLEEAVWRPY
Target sequence (Q13951 whole entry, looked up): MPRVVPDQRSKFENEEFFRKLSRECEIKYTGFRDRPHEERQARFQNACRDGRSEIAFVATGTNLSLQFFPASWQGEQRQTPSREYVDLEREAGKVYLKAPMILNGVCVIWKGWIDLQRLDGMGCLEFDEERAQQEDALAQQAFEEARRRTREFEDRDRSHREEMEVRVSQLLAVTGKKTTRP
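CBFb-His/RUNX1-biotin, 30 nM each, preincubated 20 min RT; compound 15 min RT; Ni + streptavidin beads 50 ng each, 90 min RT; AlphaScreen read.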
Lamin A splicing = LMNA splicing modulation; HeLa LMNA splicing GFP/RFP minigene ratio, 48 h; Potency, µM (doses to about 46.1 µM), for inactives: at the highest dose ratio change, negative = inhibition, usual class: inhibitors; 200,000 tested, 0.01% active; AID 1487; active means well fitted inhibition curve with a large enough effect in the signal ratio, with a control signal flat, not every such curve was filed as active; inconclusive means small, poorly fitted or top-dose-only effect, or effect the other way, or a change in a side signal; the % refers to the signal ratio; further: potency means the concentration at half of the fitted maximal effect; on the % scale 0 is the no-effect control and ±100 the full control effect
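S3 HeLa stable clones carrying a lamin A-EGFP splicing minigene plus DsRed2 were seeded at 600 cells/well in Opti-MEM with 2% FBS, pin-dosed and incubated 48 h at 37°C. Acumen cytometry (488 nm) gave the GFP/RFP total-intensity ratio.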
KinaseGlo FLuc = counter-screen: inhibitors of Kinase-Glo firefly luciferase | Q27757 | Kinase-Glo luciferase, ATP luminescence, 8 min | Potency, µM (highest dose often 38.3 µM), for inactives: top-dose activity change, negative = inhibition, most hits filed as inhibitors | 200,000 tested, 0.28% active | AID 1379; further: potency means the concentration at half of the fitted maximal effect; on the % scale 0 is the no-effect control and ±100 the full control effect; nearly all actives have a fitted effect of over 60% in size
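Luminescence was the read-out, taken after 8-minute incubation at ambient temperature. Luciferase turned over luciferin with 10 uM ATP in imidazole pH 7.2 buffer containing KCl, MgCl2, Tween 20 and BSA.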
NPSR antagonist = blocks cAMP signaling of the human neuropeptide S receptor; Potency, µM (doses to about 38.3 µM), for inactives: at the highest dose activity change, negative = inhibition, usual class: inhibitors; Q6W5P4; 220,000 tested, 1% active; CHO-NPSR cells, cAMP TR-FRET, antagonist mode; further: potency means the concentration at half of the fitted maximal effect; on the % scale 0 is the no-effect control and ±100 the full control effect; nearly all actives have a fitted effect of over 50% in size; many of its hits are not listed in these tables
HttQ103 aggreg = reduces HttQ103-GFP aggregates in PC12 cells. PC12 HttQ103-GFP aggregates, Acumen cytometry, 40 h. Potency, µM (highest dose often 46.1 µM), inactives show at the highest dose activity change, negative = inhibition, hits mostly inhibitors. 220,000 tested, 1.1% active. AID 1688; further: potency means the concentration at half of the fitted maximal effect; on the % scale 0 is the no-effect control and ±100 the full control effect; nearly all actives have a fitted effect of over 60% in size
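Using laser scanning cytometry, GFP-positive aggregates were counted after lysis of PC12 cells induced with 100 nM tebufenozide to express HTT exon 1 Q103–GFP. Compounds were tested in titration.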
Epigenetic derep = epigenetic control regulation, reporter derepression. murine LDR cells, GFP reporter derepression, 30 h. Potency, µM (series often up to 53.9 µM), for inactives: at the top dose GFP activation, actives largely listed as activators. 280,000 tested, 0.2% active; further: potency means the concentration at half of the fitted maximal effect; % of control where 0% means no effect; nearly all actives have a fitted effect of over 60% in size
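In this reporter-derepression format, murine cells bearing a silenced integrated CMV-GFP locus incubate with test compound (30 h, 37 C), then are washed and imaged; fluorescent objects of 20–120 um count as induced cells.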
* marks the source's active call; other numbers are inactive results; ? = inconclusive; . = not tested or not shown; [ ] = another dose, or the depositor's remark. Unless noted, the call rests on the fitted dose curve; in most records, active means well fitted curve in the direction sought with a large enough effect; inconclusive means small, poorly fitted or top-dose-only effect, or another doubt; inactive means no such curve, though single readings can be large; an effect the other way counts as inactive or inconclusive. The list is partial; the hit share may differ from the screen's.

A first look (five entries):
SMILES | IMPase Li cell | CBFb RUNX1 block | Lamin A splicing | KinaseGlo FLuc | NPSR antagonist | HttQ103 aggreg | Epigenetic derep
O=C(NNc1nc(-c2ccccc2)c2cc(Br)ccc2n1)c1ccc(S(=O)(=O)N2CCCCC2)cc1 | 4% | 2% | ? | -1% | -8% | 20% | 6.9%
Cc1ccc(OC2=NS(=O)(=O)c3ccccc32)cc1 | 10%[38.3 µM] | 0% | -2% | 19% | 0%[46.1 µM] | ? | -0.4%
CCOC(=O)Cc1csc(NC(=O)CCCC(=O)O)n1 | . | 7% | . | . | -7% | 0%[9.22 µM] | -0.2%
O=C(Nc1ccccc1)Nc1nc(-c2ccc(Cl)cc2)cs1 | -3% | -8% | -14% | 1% | 18% | 4% | 0.0%
CC(C)(C)SCCNC(=O)/C=C/c1ccccc1 | . | 1% | . | . | 17% | 11%[9.22 µM] | 0.0%

Main list, from the first entry:
SMILES | IMPase Li cell | CBFb RUNX1 block | Lamin A splicing | KinaseGlo FLuc | NPSR antagonist | HttQ103 aggreg | Epigenetic derep
O=C(NNc1nc(-c2ccccc2)c2cc(Br)ccc2n1)c1ccc(S(=O)(=O)N2CCCCC2)cc1 | 4% | 2% | ? | -1% | -8% | 20% | 6.9%
Cc1ccc(OC2=NS(=O)(=O)c3ccccc32)cc1 | 10%[38.3 µM] | 0% | -2% | 19% | 0%[46.1 µM] | ? | -0.4%
CCOC(=O)Cc1csc(NC(=O)CCCC(=O)O)n1 | . | 7% | . | . | -7% | 0%[9.22 µM] | -0.2%
O=C(Nc1ccccc1)Nc1nc(-c2ccc(Cl)cc2)cs1 | -3% | -8% | -14% | 1% | 18% | 4% | 0.0%
CC(C)(C)SCCNC(=O)/C=C/c1ccccc1 | . | 1% | . | . | 17% | 11%[9.22 µM] | 0.0%
O=C1CN(C(=O)CSc2nnc(C3CC3)n2-c2ccccc2)c2ccccc2N1 | -16%[38.3 µM] | -1% | ? | -1% | -3%[46.1 µM] | 24% | 0.9%
CC1=C/C(=C\c2ccc(Br)o2)C(=O)O1 | -4% | ? | -10% | 2% | 13% | -12% | 1.0%
O=C(NCCc1c[nH]c2ccccc12)C(F)(F)F | 6%[38.3 µM] | 2% | 35% | -1% | -5%[46.1 µM] | -3% | -1.2%
CNC(=O)/C(C#N)=C/c1c(N2CC(C)OC(C)C2)nc2ccccn2c1=O (configuration not stated) | -7% | -2% | 22% | 3% | 13% | 16% | -1.8%
CSc1sccc1/C=N/NC(=O)c1ccncc1 | 3% | 6% | -3% | -4% | -3% | -21% | 8.0%
CC(=O)Nc1ccc(Nc2nnc(-c3ccc(C)c(S(=O)(=O)NCC4CCCO4)c3)c3ccccc23)cc1 (configuration not stated) | . | -2% | . | . | -56% | -12%[9.22 µM] | -0.6%
Cc1cccc(C)c1NC(=O)C1c2ccccc2Oc2ccccc21 | 2% | -11% | 1% | 0% | 13% | 12% | 1.0%
CC1(C)CC(=O)C(CC(=O)NC2CCCc3ccccc32)C(=O)C1 (configuration not stated) | -7% | 6% | -3%[46 µM] | 0% | -6% | 11% | 0.9%
CCc1cccc(OCCn2nc(C(=O)O)c3ccccc3c2=O)c1 | 8% | 2% | . | 1% | 1% | 20% | 0.1%
Cc1ccc(C)c(-n2c3nc(=O)n(C)c(=O)c-3cc3ccccc32)c1 | . | -8% | . | . | -13% | 3%[9.22 µM] | -2.8%
COC(=O)c1cc(C#N)c(Oc2ccc(F)cc2)nc1C | -1%[38.3 µM] | 11% | 8% | -4% | -10%[46.1 µM] | 5% | -1.0%
CCS(=O)(=O)c1ccc2c(c1)NC(=O)C(CCCl)O2 (configuration not stated) | -5% | 5% | . | . | 11% | 14%[9.22 µM] | -2.2%
COc1ccc(C2C(C(=O)Nc3cccnc3)=C(C)Nc3nc(-c4ccco4)nn32)cc1 (configuration not stated) | 4%[38.3 µM] | -5% | 8% | 4% | -11%[46.1 µM] | 3% | -1.0%
COc1ccc(O)c(-c2[nH]ncc2C(=O)c2ccccc2)c1 | -4%[38.3 µM] | 2% | 8% | 1% | -12%[46.1 µM] | ? | -1.4%
Clc1ccc(OCc2nnc(-c3ccccc3Br)o2)c(Cl)c1 | 7%[38.3 µM] | 14% | 11% | 0% | -23%[46.1 µM] | . | -1.0%
O=C(c1cc2ncc(Br)cn2n1)N1CCN(C(=O)c2ccco2)CC1 | 3%[38.3 µM] | -3% | 28% | 0% | -8%[46.1 µM] | -1% | -1.0%
Cc1cccc2sc(N(CCN(C)C)C(=O)/C=C/c3cccs3)nc12 | 11% | 0% | ? | 2% | -26%[46.1 µM] | ? | 5.7%
NNC(=O)c1cc2c(s1)-c1cc(Cl)ccc1SC2 | . | 10% | . | . | 4% | -3%[9.22 µM] | 0.0%
O=C(CC1(O)C(=O)N(C/C=C/c2ccccc2)c2ccccc21)c1ccccn1 (configuration not stated) | . | -12% | -2% | . | 22%[46.1 µM] | 9% | ?
COc1ccc(C2NC(=S)NC3=C2CCc2cc(OC)ccc23)cc1 (configuration not stated) | 14%[38.3 µM] | ? | 9% | 4% | -27%[46.1 µM] | -10% | -2.3%
CN(C)CCN(C(=O)c1ccc(N2C(=O)CCC2=O)cc1)c1nc2cc3c(cc2s1)OCCO3 | -4% | 5% | 17%[46 µM] | 0% | 22% | 3% | 0.0%
CCCn1c(N)c(CC)c(=O)[nH]c1=O | -8% | 13% | . | -4% | 20% | 0% | -2.2%
N#Cc1ccc(OCc2nnc(SCC(=O)c3ccccc3)n2-c2ccccc2)cc1 | 17% | -5% | -8% | 2% | -21%[46.1 µM] | 1% | -1.8%
